# D2 antagonist – D2 dopamine receptor (human) antagonism. P14416. HEK293 TREx D2 cells, calcium flux, dopamine EC80. inhibition, % at 10 µM. actives 2% (n = 340,000). AID 485344; in the data active = inhibition above about 30%; note: 0% is about no effect
#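 Compounds are added to dye-loaded, induced HEK293 T-REx cells coupled to calcium release via D2; after a 3 min kinetic read an EC80 dopamine stimulus is given and fluorescence is recorded for 3 more min.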
# TrxR1 inh – blocks rat thioredoxin reductase 1 | recombinant rTrxR1, NADPH fluorescence consumption, selenite substrate | AID 588453 | actives 1% (n = 390,000) | Potency, µM (titrated, usually from 114 µM), for inactives: at the top dose activity change, negative = inhibition, usual class: inhibitors; note: potency is the fitted concentration of half-maximal effect; % is set by controls: 0 for no effect and ±100 for the full control effect; nearly all actives have a fitted effect of over 65% in size
# Target sequence (O89049 whole entry, looked up): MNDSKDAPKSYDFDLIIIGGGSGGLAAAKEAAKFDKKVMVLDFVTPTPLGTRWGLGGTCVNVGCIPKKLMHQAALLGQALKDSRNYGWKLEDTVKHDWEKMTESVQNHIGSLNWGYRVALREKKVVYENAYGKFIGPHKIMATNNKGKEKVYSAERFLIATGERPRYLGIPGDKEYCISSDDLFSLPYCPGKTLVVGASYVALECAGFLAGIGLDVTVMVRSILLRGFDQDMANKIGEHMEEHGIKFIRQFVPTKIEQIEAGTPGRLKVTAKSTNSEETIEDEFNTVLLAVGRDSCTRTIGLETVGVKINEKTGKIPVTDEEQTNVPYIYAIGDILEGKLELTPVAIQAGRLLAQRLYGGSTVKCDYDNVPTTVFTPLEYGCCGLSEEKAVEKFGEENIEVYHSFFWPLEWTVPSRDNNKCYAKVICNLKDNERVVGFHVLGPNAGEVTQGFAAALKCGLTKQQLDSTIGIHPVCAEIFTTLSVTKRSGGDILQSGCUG
#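 Rat TrxR1 (90 nM in the dispensed reagent) was pre-reduced with 400 uM NADPH for 5 min at room temperature, then incubated with compound for 15 min. After 400 uM selenite was added, NADPH fluorescence (Ex 340/Em 450 nm) was followed for 8 min.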
# D2 ag – activates the human D2 dopamine receptor; P14416; HEK293 T-REx D2 cells, calcium flux agonist mode; activation, % at 2 µM; actives 0.53% (n = 340,000);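 active = activation over 3 SD above normal in the single-dose calcium agonist read, cut at about 30% in these data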; note: 0% is about no effect
#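 Tetracycline-induced HEK293 T-REx cells with force-coupled D2 receptor, plated overnight at 30 C, loaded with no-wash calcium dye. After a 10 s baseline, compound was pin-added and calcium flux read kinetically for 180 s; calcium rises flagged agonists.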
# TRHR enhancer – allosterically enhances the human TRH receptor | TRHR cells, fluo-8 calcium fluorescence, EC20 TRH enhancement | actives 0.66% (n = 360,000) | enhancement, % at 2 µM | AID 493056 | P34981; in the data active = enhancement above about 30%; note: 0% is about no effect
#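 TRHR-expressing cells loaded with fluo-8 calcium dye were read kinetically (ex 480/em 530) during compound addition, then stimulated with an EC20 of TRH (10 nM final). Enhancement of the Gq-mediated intracellular calcium response was scored.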
# TrxR1 substrate – substrates of rat thioredoxin reductase 1; purified TrxR1 substrate turnover, NADPH consumption readout; Potency, µM (doses to about 114 µM), inactives show at the highest dose activity change, negative = substrate turnover; actives 0.01% (n = 390,000); AID 588456; note: potency is the fitted concentration of half-maximal effect; % is set by controls: 0 for no effect and ±100 for the full control effect; nearly all actives have a fitted effect of over 50% in size
#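 Rat TrxR1, dispensed at 90 nM, was prereduced with 400 uM NADPH (final) for 5 min at ~22 deg C, then incubated with compound 15 min before 400 uM selenite. A first-read NADPH fluorescence drop versus no-compound background flagged substrates.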
# TRHR agonist – agonists of human TRH receptor; activation, % at 2 µM; TRHR cells, calcium flux fluo-8, FDSS agonist mode; actives 0.18% (n = 360,000); P34981; in the data active = activation above about 30%; note: 0% is about no effect
#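 TRHR-expressing cells loaded with fluo-8 calcium dye; 23 nL library compound pin-transferred, kinetic FDSS fluorescence (Ex 480/Em 530) recorded about 180 s for agonist-induced calcium release, before a 10 nM TRH EC20 addition for potentiator mode.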
# USP1-UAF1 inh – inhibitors of human USP1/UAF1 deubiquitinase; O94782; recombinant USP1/UAF1, Ub-Rhodamine cleavage fluorescence; Potency, µM (titrated, usually from 57.1 µM), for inactives: top-dose activity change, negative = inhibition, actives largely listed as inhibitors; actives 0.23% (n = 390,000); note: potency is the fitted concentration of half-maximal effect; % is set by controls: 0 for no effect and ±100 for the full control effect; nearly all actives have a fitted effect of over 60% in size; inactives centre near -12
#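 USP1/UAF1 complex (1 nM) preincubated 15 min at room temperature with compound, then Ub-Rho substrate (150 nM final) added. Kinetic fluorescence at 480/540 nm over 6 reads at 60 s intervals; 50 mM HEPES pH 7.8, 0.5 mM EDTA, 0.1 mg/ml BSA, 1 mM TCEP, 0.01% Tween-20.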
# mIDH1 inhibitor – blocks human mutant IDH1 R132H enzyme. Potency, µM (highest dose often 76.6 µM), inactives show at the highest dose activity change, negative = inhibition, most hits filed as inhibitors. O75874. IDH1-R132H enzyme, NADPH consumption, diaphorase/resazurin fluorescence. actives 0.093% (n = 390,000); note: potency is the fitted concentration of half-maximal effect; % is set by controls: 0 for no effect and ±100 for the full control effect; nearly all actives have a fitted effect of over 65% in size
# Target sequence (O75874 whole entry R132H, stated change not applied): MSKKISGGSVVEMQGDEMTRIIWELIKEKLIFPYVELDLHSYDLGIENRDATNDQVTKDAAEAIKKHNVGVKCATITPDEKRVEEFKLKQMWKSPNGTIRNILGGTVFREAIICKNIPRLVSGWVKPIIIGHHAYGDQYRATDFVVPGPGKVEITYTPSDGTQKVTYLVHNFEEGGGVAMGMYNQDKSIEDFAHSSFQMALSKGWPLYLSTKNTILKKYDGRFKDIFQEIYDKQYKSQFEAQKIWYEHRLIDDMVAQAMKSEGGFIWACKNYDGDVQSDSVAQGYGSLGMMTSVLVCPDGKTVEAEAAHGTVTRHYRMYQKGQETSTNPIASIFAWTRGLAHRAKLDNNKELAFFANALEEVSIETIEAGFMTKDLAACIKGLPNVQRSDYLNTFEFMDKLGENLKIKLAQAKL
#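 IDH1-R132H (0.5 ug/mL dispensed) in pH 7.5 Tris buffer was preincubated 30 min with compound, then given a substrate mix of 0.016 mM NADPH and 2 mM alpha-KG for 80 min at room temperature; remaining NADPH was read by diaphorase/resazurin fluorescence.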
# Pin1 inh – inhibitors of human Pin1. Potency, µM (doses to about 115 µM), for the others: at the top dose activity, negative = inhibition, most hits filed as inhibitors. Pin1 FP peptide displacement, HiFluor488, 10 min. actives 0.009% (n = 390,000). Q13526; active = well fitted inhibition curve with a large enough effect in the polarisation, with a control signal flat, not every such curve was filed as active; inconclusive = small, poorly fitted or top-dose-only effect, or effect the other way, or a change in a side signal; inactive = no such curve, though single readings can be large or run the other way; the % refers to the polarisation; note: potency is the fitted concentration of half-maximal effect; % is set by controls: 0 for no effect and ±100 for the full control effect
# Target sequence (Q13526 whole entry, looked up): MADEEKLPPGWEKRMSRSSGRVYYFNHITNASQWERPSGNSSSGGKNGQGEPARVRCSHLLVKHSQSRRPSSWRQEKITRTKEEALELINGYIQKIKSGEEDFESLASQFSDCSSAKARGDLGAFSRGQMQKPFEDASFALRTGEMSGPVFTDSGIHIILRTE
# * = called active by the depositor; ? = inconclusive; . = not tested or not shown; [ ] = remark or other dose. Unless noted, calls come from the whole dose curve; as a rule, active = well fitted inhibition curve with a large enough effect; inconclusive = small, poorly fitted or top-dose-only effect; inactive = no such curve, though single readings can be large or run the other way.
compound	D2 antagonist	TrxR1 inh	D2 ag	TRHR enhancer	TrxR1 substrate	TRHR agonist	USP1-UAF1 inh	mIDH1 inhibitor	Pin1 inh
COc1cc(COCC(O)CN2CCOCC2)cc(OC)c1OC (centres undefined)	2	9%[57.1 µM]	-0.4	-3	9%[57.1 µM]	-0.4	-16%	1%	-4%
COc1cccc(C2=NN(S(C)(=O)=O)C(c3cccs3)C2)c1 (centres undefined)	-10	-9%	0.1	2	-9%	0.4	-22%	-4%	-9%
NS(=O)(=O)c1ccc(CCNc2ncnc3c2c(-c2ccccc2)cn3-c2ccc(F)cc2)cc1	21	-8%	-0.6	-6	1%	0.3	-12%	-4%	35%[activator]
CC(=O)Nc1ccc(NC(=O)c2c(-c3ccccc3)noc2C)cc1	.	1%	2.4	0	-1%	1.0	-10%	25%	-2%
COc1ccc(NC(=O)c2cc([N+](=O)[O-])ccc2N2CCN(C)CC2)cc1	-2	23%[11.4 µM]	0.4	-3	-21%[11.4 µM]	0.6	-10%	13%	2%
COc1ccc(C2=CC(c3ccccc3Cl)n3nc(-c4ccc(Cl)cc4)nc3N2)cc1 (centres undefined)	.	24%	3.3	-1	5%	3.0	-14%	7%	-6%
O=C(Cn1cnc2ccccc21)N/N=C/c1cccs1	5	6%[57.1 µM]	0.7	3	13%[57.1 µM]	0.7	-20%	-1%	-3%
CC(=O)Nc1cccc(-c2csc(Nc3ncccn3)n2)c1	-6	.	2.0	-5	.	-0.1	.	.	.
COC(=O)c1c(NC(=O)c2ccc(S(=O)(=O)N3CCOCC3)cc2)sc2c1CCN(C)C2	-13	-15%	-0.6	-1	-4%	0.0	-13%	3%	-1%
CCCn1c(=O)[nH]c(=O)c2c1nc(-c1cc([N+](=O)[O-])ccc1Cl)n2CCOC	-19	14%[57.1 µM]	-2.9	0	-1%[57.1 µM]	1.4	-12%	-3%	-6%
CC(=O)Nc1ccc(NC(=O)COC(=O)/C=C/c2ccc3c(c2)OCO3)cc1	-12	47%[activator]	-0.9	5	29%	0.0	-3%	-5%	11%
CNc1ncnc2c1cnn2C1CCCCO1 (centres undefined)	.	10%[57.1 µM]	.	.	5%	.	-11%	3%	1%
COc1ccccc1C(=O)NC(=O)COC(=O)CCS(=O)(=O)c1ccc(C)cc1	-5	-10%	-1.1	14	1%	-1.6	-9%	-8%	8%
COc1ccccc1NS(=O)(=O)c1ccc(C(=O)NCCCN2CCOCC2)cc1	12	23%	0.6	11	-9%[57.1 µM]	1.2	0%	4%	-11%
COc1ccc(N(CC(=O)NCCC2=CCCCC2)S(=O)(=O)c2ccccc2)cc1	4	28%[57.1 µM]	-0.3	-14	-7%[57.1 µM]	-0.1	-17%	10%	?
N#Cc1cc([N+](=O)[O-])ccc1N1CCCC1	16	-9%	1.7	-7	-9%	-0.3	-7%	-1%	-5%
O=S(=O)(/N=C(/Nc1ccccn1)c1ccc(Cl)cc1)c1ccc(Cl)cc1	-1	-4%	-0.2	0	-8%	-0.3	-10%	2%	0%
Cc1c(Cl)cnc(NC(=O)COC(=O)c2ccc3c(c2)OCO3)c1Cl	-5	8%[57.1 µM]	-0.6	2	-19%[57.1 µM]	-0.6	-15%	6%	15%
CC(=O)c1ccc(OCC(O)CN(C)Cc2cccs2)cc1 (centres undefined)	11	10%	-0.1	3	2%	-0.6	5%	1%	0%
CN(C)C(=O)CN1C(=O)C2CC=C(Cl)CC2C1=O (centres undefined)	5	-16%	0.8	-1	-8%	0.1	6%	-3%	0%
O=C(NCCCc1nc2ccccc2n1Cc1ccccc1Cl)c1ccco1	.	0%	0.2	-3	0%	-1.2	-13%	-10%	0%
O=C1c2ccccc2C(=O)N1c1nc(-c2cccs2)cs1	-8	-12%[57.1 µM]	-0.3	14	-3%	-0.9	2%	2%	1%
Cc1nc2ccc(NS(=O)(=O)c3ccc(Br)cc3)cc2s1	-19	39%	-0.5	-4	7%	1.4	-14%	4%	?
FC(F)(F)C1CC(c2cccs2)Nc2ncnn21 (centres undefined)	12	27%[57.1 µM]	-1.0	6	18%[57.1 µM]	0.3	-4%	2%	-1%
Nc1cc(=O)[nH]c(SCC(=O)NC2CCCc3ccccc32)n1 (centres undefined)	4	47%[activator]	-1.0	1	1%	0.6	-10%	-5%	6%

# Next part; the last 2 above are carried over.
compound	D2 antagonist	TrxR1 inh	D2 ag	TRHR enhancer	TrxR1 substrate	TRHR agonist	USP1-UAF1 inh	mIDH1 inhibitor	Pin1 inh
FC(F)(F)C1CC(c2cccs2)Nc2ncnn21 (centres undefined)	12	27%[57.1 µM]	-1.0	6	18%[57.1 µM]	0.3	-4%	2%	-1%
Nc1cc(=O)[nH]c(SCC(=O)NC2CCCc3ccccc32)n1 (centres undefined)	4	47%[activator]	-1.0	1	1%	0.6	-10%	-5%	6%
OC1c2cc(Cl)ccc2-c2c(Cl)cc(Cl)cc21 (centres undefined)	.	-11%[2.29 µM]	.	.	-7%[2.29 µM]	.	?	0%	-13%
CC(C)CCNC(=O)C(c1ccco1)N(C(=O)Cn1nnc2ccccc21)c1ccc2c(c1)OCO2 (centres undefined)	-23	6%	-3.3	1	-4%	-0.6	3%	0%	-2%
COc1ccccc1Cn1c(=S)[nH]c2cc(C(=O)NCCN3CCOCC3)ccc2c1=O	-2	-6%[57.1 µM]	-0.6	5	7%[57.1 µM]	-0.7	-19%	4%	-1%
CCOC(=O)CNc1nc(-c2ccncc2)nc2ccccc12	14	-10%	0.3	-2	-3%	1.5	-7%	2%	-2%
COc1ccc(N2CCN(c3nc4ccc(C)cc4n4nnnc34)CC2)cc1	.	15%	0.1	3	6%	0.1	20%	-2%	0%
O=C(CN1C(=O)C2CC=CCC2C1=O)Nc1nc(-c2ccc(F)c(F)c2)cs1 (centres undefined)	.	16%	.	.	-7%	.	-15%	-9%	3%
OCCCCNCc1cc(Br)ccc1OCc1ccccc1	-12	11%	-0.4	-7	-4%	0.1	-16%	0%	1%
CC(=O)Nc1cccc(Oc2ncccc2[N+](=O)[O-])c1	-14	-4%[57.1 µM]	0.2	-6	-4%[57.1 µM]	-2.3	-16%	-9%	1%
Cc1cc(C)c(NC(=O)c2cc(C(=O)O)ccc2C(=O)O)c([N+](=O)[O-])c1	-2	3%	0.2	2	-6%	2.5	-15%	1%	-3%
O=C(N/N=C/c1ccc(O)cc1)Nc1cccc2nsnc12	6	15%[57.1 µM]	0.2	4	3%[57.1 µM]	-1.4	-10%	5%	10%
Clc1ccc(CSc2snnc2-c2ccccc2)cc1	12	-8%[0.457 µM]	0.3	-2	-5%	0.3	-2%	1%	?
Cc1cc(=O)oc2c(C)c(OC(C)C(=O)N3CC[C@@]4(O)CCCC[C@H]4C3)ccc12 (some centres undefined)	7	6%	-2.3	10	39%[activator]	-0.3	-28%	9%	-5%
CCc1ccc(NS(=O)(=O)c2cc(Br)cc3c2N(C(C)=O)CC3)cc1	.	16%[2.29 µM]	0.6	6	-3%[2.29 µM]	0.4	-18%	0%	56%[activator]
CCOC(=O)c1c(N=CN(C)C)c(C#N)c2n1CCCC2	4	-24%	0.6	0	-14%	0.3	-15%	2%	4%
COC(=O)c1ccc(NC(=S)N2CCN(C)CC2)cc1	3	14%	0.0	3	-1%	0.2	-10%	15%	1%
CC(=O)NC(NC(=S)Nc1cccc(Br)c1)C(Cl)(Cl)Cl (centres undefined)	-8	-14%	0.4	3	2%	0.0	-15%	8%	-4%
CCCCOC(=O)Cn1c(=N)n(CCN(CC)CC)c2ccccc21	2	3%[57.1 µM]	1.3	-8	3%[57.1 µM]	0.5	-19%	1%	-3%
Cc1ccc(Nc2nc(=O)c3cccnc3s2)cc1	3	10%	-0.5	3	-13%	-0.8	-7%	5%	0%
COC(=O)CN1C(=O)C(C)(C)Oc2ccc(C(=O)Nc3cccc(OC)c3)cc21	-1	14%	-1.1	3	4%	0.2	-17%	-3%	-1%
CCN(C(=O)CSc1nc2ccc(OC)cc2[nH]1)C1CCS(=O)(=O)C1 (centres undefined)	-10	11%	-0.9	4	2%	-0.3	-12%	1%	-3%
Cn1c(=O)c2nc(-c3ccc(Cl)cc3Cl)oc2c2ccccc21	28	22%	0.3	-5	17%	0.9	?	-1%	5%
CCCCN(CCCC)CCNC(=O)Cn1nc(CC)n2c(cc3sccc32)c1=O	.	33%	0.4	-3	9%	0.6	-3%	0%	0%
CCn1c(=S)sc2c(=O)n(-c3ccccc3)c(=S)[nH]c21	-10	20%	0.0	1	2%	0.5	-24%	-2%	?
C[C@H]1[C@H](C)CC[C@]2(C)CC[C@]3(C)C(=CC[C@@H]4[C@@]5(C)CC[C@@H](O)[C@](C)(C(=O)O)[C@@H]5CC[C@]43C)[C@H]12	6	.	-0.5	-1	.	-0.8	.	.	.
CC(=O)N1CCN(c2ccccc2NC(=O)c2ccco2)CC1	-3	-14%	1.0	-3	-3%	0.9	-14%	6%	2%
O=C(Nc1ccc(F)c(Cl)c1)C1CCCN(S(=O)(=O)c2cccc3nsnc23)C1 (centres undefined)	.	15%	-0.2	-7	-6%	1.6	-11%	0%	79%[activator]
COC(=O)c1ccc(CN2CCN(CCCc3ccccc3)C(CCO)C2)cc1 (centres undefined)	-10	-1%	1.0	19	-5%	-0.6	-1%	0%	0%
COc1cccc(C(c2sc3nc(-c4ccco4)nn3c2O)N2CCN(C)CC2)c1 (centres undefined)	.	14%[57.1 µM]	0.1	-3	3%[57.1 µM]	0.2	-5%	0%	-8%
COc1ccc(NC(=O)C2CCN(C(=O)Nc3ccccc3)CC2)cc1S(=O)(=O)N(C)C	77*	-9%	1.0	3	-7%	0.3	-1%	4%	-8%

# Some of the compounds tested, so the mix of outcomes need not match the whole.
